Bioassay records (PubChem)
KOR beta-arrestin-1 = KOR antagonists, beta-arrestin recruitment, cell-based, luminescence, uHTS (AID 1778); inhibition, % at 10 µM; hits with a dose series show IC50 in µM; actives 0.091% (n = 290,000); KOR beta-arrestin recruitment, luminescence, antagonist mode; higher % means a stronger effect; note: strong numbers were not always called active
LYP phosphatase = inhibitors of LYP phosphatase, biochemical, fluorescence intensity, uHTS (AID 1779). Tyrosine-protein phosphatase non-receptor type 22 (Homo sapiens). inhibition, % at 11.5 µM; hits with a dose series show IC50 in µM. actives 0.054% (n = 290,000). recombinant LYP phosphatase, fluorescence intensity; higher % means a stronger effect;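 note: plate controls were vehicle with enzyme for no effect and no enzyme for full effect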
human PMI inhibitors = human PMI inhibitors, high substrate, primary screen, biochemical, fluorescence intensity, high mannose 6-phosphate (AID 1220). Mannose-6-phosphate isomerase (Homo sapiens). recombinant PMI enzyme, coupled fluorescence intensity; higher % means a stronger effect. one-dose inhibition, % at 20 µM; IC50 in µM for titrated hits. actives 0.66% (n = 190,000)
TNAP activators = human TNAP enzyme activators, primary screen, biochemical, luminescent, no phosphate acceptor, uHTS (AID 1001); purified TNAP, luminescent activation assay, no phosphate acceptor; higher activation fold means a stronger effect; Alkaline phosphatase, tissue-nonspecific isozyme (Homo sapiens); activation fold at 20 µM, or EC50 in µM where a hit was titrated; actives 0.03% (n = 200,000); in the data active = activation fold from about 3, or a potency from the dose series; inactive = the rest, 99 in 100 with activation fold below about 1.6; note: many of its hits are not listed in these tables
KOR beta-arrestin-2 = KOR agonists, beta-arrestin recruitment, primary screen, cell-based, luminescence, uHTS (AID 1777). actives 0.02% (n = 280,000). KOR beta-arrestin recruitment, luminescence; higher % means a stronger effect. Kappa-type opioid receptor (Homo sapiens). one-dose activation, % at 10 µM; EC50 in µM for titrated hits; in the data active = activation above about 50%, passing the limit was not always enough; note: a part of the inactive calls stands beside numbers as strong as those of hits
NOD1 NF-kB reporter = NOD1 signaling inhibitors, primary screen, cell-based, luminescence, uHTS (AID 1578); NOD1-driven NF-kB luciferase reporter cells, luminescence; higher % means a stronger effect; inhibition, % at 4 µM; hits with a dose series show EC50 in µM; actives 1% (n = 290,000); in the data active = inhibition mostly above about 36%, no sharp cut-off; inactive = mostly below about 34%;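 note: HEK-293T reporter cells stimulated with the NOD1 agonist gamma-tri-DAP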
XIAP displacement = XIAP antagonists, biochemical, IAP family, fluorescence polarization (AID 1018); E3 ubiquitin-protein ligase XIAP (Homo sapiens); XIAP BIR domain, fluorescence polarization peptide displacement; higher % means a stronger effect; displacement, % at 20 µM, or IC50 in µM where a hit was titrated; actives 0.007% (n = 200,000); in the data active = displacement above about 50%; note: a part of the inactive calls stands beside numbers as strong as those of hits
human PMI inhibition = inhibitors of human PMI, primary screen, biochemical, fluorescence intensity, coupled assay (AID 1209). Mannose-6-phosphate isomerase (Homo sapiens). purified PMI enzyme, coupled fluorescence intensity; higher % means a stronger effect. one-dose inhibition, % at 20 µM; IC50 in µM for titrated hits. actives 0.42% (n = 190,000);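 note: plate controls were DMSO vehicle for no effect and wells lacking substrate for full effect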
HEK293 NOD2/NF-kB = NOD2 signaling inhibitors, cell-based, luminescence, uHTS, HEK293 (AID 1566). HEK293 NOD2/NF-kB luciferase reporter, luminescence; higher % means a stronger effect. inhibition, % at 4 µM, or EC50 in µM where a hit was titrated. actives 0.63% (n = 290,000); note: many of its hits are not listed in these tables
The depositor's hits bear a star; x = no result given; [ ] = remark or other dose. Cut-off read from the data, not from the text of the source, unless noted: active = inhibition above about 50%; inactive = the rest.

SMILES	KOR beta-arrestin-1	LYP phosphatase	human PMI inhibitors	TNAP activators	KOR beta-arrestin-2	NOD1 NF-kB reporter	XIAP displacement	human PMI inhibition	HEK293 NOD2/NF-kB
Cc1onc(-c2c(Cl)cccc2Cl)c1C(=O)Nc1ccc2c(c1)OCO2	3%	-9%	16%	1.1	6.3%	17%	-6.3%	15%	10%
O=C1CCCC(O)=C1C1C2=C(CCCC2=O)Oc2ccccc21 (stereo not given)	14%	-6%	6%	1.1	-2.1%	1%	-4.9%	0%	7%
CC(C)C(NC(=O)c1c(F)cccc1F)C(=O)NCC(c1ccccc1)N(C)C (stereo not given)	-12%	-10%	-4%	1.2	-8.3%	-16%	-3.0%	-2%	12%
O=C(NNC(=O)c1nn(-c2ccc(F)cc2)ccc1=O)c1ccc(Cl)cc1	-46%	-6%	x	x	-1.7%	10%	x	x	-23%
CC1(C)Cc2ccccc2C2=NNC(=O)C2=N1	-46%[20 µM]	-12%	14µM*	0.9	-6.9%	42%*	-5.7%	84%*	26%
Cc1cc2c(c(SCC(=O)Nc3ccc(C)c(C)c3)n1)C(=O)OC2	-24%	-8%	-11%	0.9	9.9%	6%	-9.3%	-22%	-1%
COc1ccc(C(=O)/C=C/c2ccc(O)cc2)c(O)c1CC=C(C)C	33%	2%	-1%	0.9	-2.0%	-10%	-4.5%	-1%	2%
COc1ccc(NC(=O)Nc2cccc([N+](=O)[O-])c2)cc1Cl	8%	-6%	7%	1	-4.1%	2%	-4.1%	11%	10%
O=C(CSc1nnc2c(Cl)cc(C(F)(F)F)cn12)NCc1ccc(F)cc1	18%	-5%	16%	1.1	-3.3%	-17%	-1.4%	6%	8%
CC1=C/C(=N\N=C2\NC(=O)C(CC(=O)Nc3ccccc3F)S2)CC(C)(C)C1 (stereo not given)	-3%	1%	19%	1	-0.8%	-55%	-0.8%	19%	1%
CC(C)OC(=O)CSc1nnc(-c2ccco2)n1N	12%	-2%	4%	1.1	4.8%	-20%	-1.1%	8%	-5%
COC(=O)C1=CN(Cc2ccc(OC)cc2)C=C(C(=O)OC)C1c1ccc(O)c(OC)c1	13%	-1%	x	x	3.9%	-11%	x	x	-12%
CN(C)c1ccnc(N(Cc2ccccc2)Cc2ccccc2)c1C#N	-18%	4%	5%	1.1	-5.9%	-7%	-0.6%	13%	-5%
CC(C)(C)C(=O)NC1CCN(S(=O)(=O)c2ccccc2F)CC1	-32%	1%	3%	1.1	1.8%	-6%	-1.6%	6%	16%
COc1ccc(NC(=O)C2CCN(C(=O)NCc3ccccc3)CC2)cc1	-1%	-6%	13%	1.1	-1.5%	-11%	-7.4%	4%	-18%
Cc1ccc(OCC(=O)Nc2ccc3c(c2)nc(CCN2CCN(C)CC2)n3C)cc1	31%	-13%	x	x	-1.7%	2%	x	x	34%
O=c1cc(O)c2sc3nc4c(c(C(F)(F)F)c3c2[nH]1)CCCCC4	-2%	-5%	x	x	3.0%	4%	x	x	0%
CC(C)N1CC(C(=O)Nc2ccc(Cl)c(Cl)c2)CC1=O (stereo not given)	-4%[20 µM]	-16%	x	x	-3.8%	4%	x	x	20%
Cc1ccc(S(=O)(=O)Nc2nc(C)cc(N/N=C/c3ccc(O)cc3)n2)cc1	7%	-4%	-19%	1	-2.6%	-4%	-3.1%	-7%	11%
O=C(CN1C(=O)c2ccccc2S1(=O)=O)NCc1cccs1	12%	-13%	x	x	1.1%	5%	x	x	14%
CCOc1ccc(OCC)c(S(=O)(=O)NCc2ccccc2)c1	-44%[20 µM]	-8%	x	x	7.4%	-20%	x	x	-11%
CC1Cc2cc(S(=O)(=O)NCCC(=O)NCc3ccc(F)cc3)ccc2N1C(=O)C1CC1 (stereo not given)	-16%	-12%	x	x	-0.2%	-3%	x	x	18%
COc1ccc(CCNC(=O)Nc2ccc([N+](=O)[O-])cc2)cc1OC	23%	-6%	-1%	0.9	-3.5%	-17%	-3.4%	-2%	-10%
Cc1cc(C)nc(Nc2n[nH]c(-c3cccc4ccccc34)n2)n1	-18%	3%	0%	1.8	1.8%	-63%	-6.0%	-5%	-31%
Cc1nn(-c2ncc(C(F)(F)F)cc2Cl)c(=O)n1-c1ccccc1	25%	-8%	0%	1.2	-8.2%	2%	-3.4%	0%	9%
O=c1[nH]c2c(c3c1CCCC3)CCCC2	18%	-4%	9%	1.1	-0.3%	-41%	-5.8%	16%	14%
CCOC(=O)/C=C/CN(C(=O)OC(C)(C)C)S(=O)(=O)N1CC=CC1	-10%	-7%	x	x	1.2%	0%	x	x	12%
Cc1cccc(C)c1N1CC(=O)N(c2c(C)cccc2C)CC1=O	-22%	-2%	-2%	1.1	0.3%	-8%	-4.0%	2%	-6%
CCOC(=O)N1CCN(c2cc(N3CCOCC3)c(F)cc2[N+](=O)[O-])CC1	-27%[20 µM]	-5%	18%	0.9	-2.6%	-11%	-4.6%	12%	0%
C/C(CC(=O)NCc1ccco1)=N\NC(=O)Cc1ccc(-c2ccccc2)cc1	-41%	-6%	-5%	1	-3.6%	-17%	8.9%	2%	0%
CCc1cn([C@H]2C[C@H](O)[C@@H](CO)O2)c(=O)[nH]c1=O	-22%	1%	-12%	1.1	3.8%	-26%	-3.8%	-15%	-7%
O=[N+]([O-])c1ccc(N2CCN(Cc3ccc([N+](=O)[O-])o3)CC2)cc1	-2%[20 µM]	-5%	x	x	-4.0%	17%	x	x	15%
COc1ccc(C2(C(=O)N3CCC(n4nc(-c5ccccc5)oc4=O)CC3)CC2)cc1	-1%	-5%	x	x	1.7%	-15%	x	x	6%
C/C(=N\NC(=O)C(NC(=O)c1ccccc1)C(C)C)c1ccccc1 (stereo not given)	-45%	-9%	-4%	1.1	7.3%	0%	-4.4%	-4%	-14%
O=C1NCCN(Cc2cccc(Oc3ccccc3)c2)C1CC(=O)N1CCCCO1 (stereo not given)	-36%[20 µM]	-6%	32%	1.1	x	-34%	-5.1%	1%	-5%
COc1ccc(NC(=O)CCCN2C(=O)C(c3ccccc3)Oc3cccnc32)cc1OC (stereo not given)	7%	0%	x	x	-6.7%	0%	x	x	19%
Cc1ccc2c(c1)N(Cc1cccc(F)c1)C(=O)C(C)O2 (stereo not given)	-23%[20 µM]	-5%	x	x	x	-11%	x	x	14%
COc1ccccc1C1CCN(Cc2cccc(C(=O)N3CCC(O)CC3)c2)CC1	34%	-6%	x	x	0.8%	-18%	x	x	16%
COc1ccc(S(=O)(=O)N2CCCCC2)cc1NC(=O)CN1CCN(C(C)=O)CC1	1%	0%	-1%	1.1	-4.3%	-40%	-1.4%	-2%	8%
COC(=O)CN(C#N)c1nc(OC)nc(N(C)C)n1	3%	-9%	0%	1.1	7.2%	-8%	-1.7%	-3%	3%

Record cards, as listed above. Screens in order: KOR beta-arrestin-1, LYP phosphatase, human PMI inhibitors, TNAP activators, KOR beta-arrestin-2, NOD1 NF-kB reporter, XIAP displacement, human PMI inhibition, HEK293 NOD2/NF-kB
Profile of Cc1nn(-c2ncc(C(F)(F)F)cc2Cl)c(=O)n1-c1ccccc1 → 25%, -8%, 0%, 1.2, -8.2%, 2%, -3.4%, 0%, 9%
Profile of CCOC(=O)N1CCN(c2cc(N3CCOCC3)c(F)cc2[N+](=O)[O-])CC1 → -27%[20 µM], -5%, 18%, 0.9, -2.6%, -11%, -4.6%, 12%, 0%
Profile of CC(C)N1CC(C(=O)Nc2ccc(Cl)c(Cl)c2)CC1=O (stereo not given) → -4%[20 µM], -16%, x, x, -3.8%, 4%, x, x, 20%
Profile of O=C(CSc1nnc2c(Cl)cc(C(F)(F)F)cn12)NCc1ccc(F)cc1 → 18%, -5%, 16%, 1.1, -3.3%, -17%, -1.4%, 6%, 8%

Remaining list, next part:
SMILES	KOR beta-arrestin-1	LYP phosphatase	human PMI inhibitors	TNAP activators	KOR beta-arrestin-2	NOD1 NF-kB reporter	XIAP displacement	human PMI inhibition	HEK293 NOD2/NF-kB
CN1CCN(CCC(=O)N/N=C/c2ccccn2)CC1	-22%[20 µM]	-12%	x	x	-2.7%	-26%	x	x	13%
COc1ccc(NC(=O)CC2Nc3ccccc3NC2=O)c([N+](=O)[O-])c1 (stereo not given)	-2%	1%	-7%	1	-3.2%	-28%	1.8%	-25%	11%
COc1ccc(S(=O)(=O)NC(Cc2ccccc2)C(=O)O)cc1 (stereo not given)	2%	-11%	x	x	-1.1%	-1%	x	x	0%
CC1Cc2ccccc2N1C(=O)COC(=O)c1ccc(O)cc1 (stereo not given)	17%	-6%	x	x	1.4%	0%	x	x	0%
COc1ccc(NC(=S)N(CCCN2CCCC2)Cc2cccs2)cc1	-25%	-4%	11%	1.1	1.4%	44%	-14%	5%	13%
COc1ccc(C(=O)C(C)N(C(=O)c2ccc(Cl)cc2Cl)N2C(=O)C3C4C=CC(C4)C3C2=O)cc1 (stereo not given)	11%	3%	12%	1.1	-0.8%	-10%	-13%	13%	8%
CN(CCC1CCOCC1)C(=O)C1CCC(=O)N(CCc2ccc(Cl)cc2)C1 (stereo not given)	-9%	-10%	x	x	-4.1%	-1%	x	x	0%
Cc1cc(SCC(=O)c2cccc([N+](=O)[O-])c2)nc(=O)[nH]1	11%	-1%	x	x	2.1%	-25%	x	x	-35%
Clc1ccccc1-c1ncnc2ccc(Br)cc12	-15%	-8%	-3%	1.1	-4.4%	-1%	-5.4%	-1%	26%
Cc1ccc(-c2nn(C)c(=O)c3ccccc23)cc1CNC(=O)CSc1nc2ccccc2o1	-23%	-5%	-5%	1.1	4.4%	-24%	-3.8%	-3%	-28%
Oc1ccccc1/C=N/n1c(-c2cccs2)n[nH]c1=S	-42%	-4%	10%	0.6	4.7%	x	-18%	14%	4%
O=[N+]([O-])c1ccccc1/C=C\C=N\N1CCN(c2ccccc2)CC1	4%	2%	8%	1	-1.8%	-40%	-6.1%	8%	0%
O=C(NC1CCCCC1)Oc1cccc2ccccc12	-57%[20 µM]	-10%	61%*	1.1	x	-24%	-7.7%	25%	-6%
O=C(CN(Cc1ccccc1)S(=O)(=O)c1ccccc1)N/N=C/c1ccc2c(c1)OCO2	28%	-9%	13%	0.8	-1.8%	14%	-6.9%	8%	27%
Cn1c(SCC(=O)O)nnc1-c1cccc(NC(=O)c2cccc3ccccc23)c1	24%	-6%	x	x	-0.2%	-6%	x	x	13%
CCOc1ccccc1C(=O)OCC(=O)Nc1cc(Cl)ccc1Oc1ccccc1	21%	5%	9%	1	-1.0%	-16%	-7.9%	16%	-24%
O=C(CCn1cccn1)Nc1ccc2c(c1)OCCO2	-16%	-14%	x	x	-1.2%	-16%	x	x	9%
Cc1sc2nc(SCC(=O)NCc3ccco3)n(C)c(=O)c2c1C	18%	-4%	0%	1.1	-3.1%	-10%	-6.5%	-3%	5%
CN(C)S(=O)(=O)c1cc(NC(=O)CN2CCN(c3ccccc3O)CC2)ccc1Cl	-39%	1%	1%	1	1.5%	-42%	-6.5%	-15%	-1%
CCN(CC)CCCNC(=S)N(Cc1ccco1)Cc1cc2cc3c(cc2[nH]c1=O)OCCO3	-13%	-5%	3%	1.1	2.3%	-17%	-4.3%	1%	1%
COc1cc([N+](=O)[O-])ccc1NC(=O)NNC(=O)C(C)Oc1ccc(F)cc1F (stereo not given)	-8%	-4%	x	x	6.7%	-37%	x	x	-2%

These rows are one share of the data; rates above refer to the full screens.
